Hsp70 displacement – Hsp70 inhibitors, probe displacement, primary screen, biochemical, fluorescence polarization (AID 583); Hsp70 fluorescence polarization probe displacement, mP; higher % means a stronger effect; one-dose displacement, % at 20 µM; IC50 in µM for titrated hits; hit rate 0.06% among 140,000; in the data active means displacement above about 50%;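 further: plate controls were vehicle for no effect and reference ligand for full effect; a part of the inactive calls stands beside numbers as strong as those of hits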
MKP-3 inhibition – MKP-3 phosphatase inhibitors, primary screen, biochemical, rat enzyme, in vitro (AID 425) | inhibition, % at 20 µM; hits with a dose series show IC50 in µM | hit rate 0.17% among 110,000 | recombinant MKP-3 phosphatase activity, fluorescence; higher % means a stronger effect; in the data active means inhibition above about 50%;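 further: plate controls were vehicle for no effect and reference inhibitor for full effect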
* marks the source's active call; other numbers are inactive results; nt = no result given; & = joins results of further samples.

1	COc1ccc(OC)c(CN2CCN(Cc3ccco3)CC2)c1
2	CCOC(=O)C1CCN(C(=O)COc2cc(C)c(Br)c(C)c2)CC1
3	CCOC(=O)c1cnc2nc[nH]n2c1=O
4	CC(C)N(C(=O)Cn1c(CCCO)nc2ccccc21)c1ccccc1
5	O=C1CCCc2c1[nH]c1ccc(Cl)cc21
6	O=C(CSc1nnc(-c2ccco2)o1)N1CCOCC1

Compound,1,2,3,4,5,6
Hsp70 displacement,-4.9%,-6.2%,7.2%,2.0%,1.3%&-2.6%,2.8%
MKP-3 inhibition,4.0%,-13.8%,-0.3%,3.8%,-3.7%,1.9%

7	O=c1c(/C=N/Nc2nc3ccccc3s2)c(C(F)(F)F)[nH]n1-c1nc2ccccc2s1
8	O=C(Nc1ccc(F)cc1)N1CCc2ccccc2C1
9	CCN(CCCNC(=O)c1[nH]c(C)c(C(C)=O)c1C)c1cccc(C)c1
10	COC(=O)c1ccc(/C=C2\SC(N3CCOCC3)=NC2=O)cc1
11	O=C1NC(=Nc2ccc(Br)cc2)S/C1=C\c1ccc(O)cc1
12	CC1CCc2c(sc3nc(-c4ccco4)[nH]c(=O)c23)C1 (configuration not stated)

Compound,7,8,9,10,11,12
Hsp70 displacement,-7.7%,1.0%,1.0%,-2.2%,nt,-0.9%
MKP-3 inhibition,8.4%,0.8%,-6.2%,1.0%,2.4%,2.8%

13	CCOC(=O)c1sc(NC(=O)Nc2cccc(Cl)c2)c(C(N)=O)c1C
14	O=C(c1cnn2c1NC(c1ccco1)CC2C(F)(F)F)N1CCN(Cc2ccccc2)CC1 (configuration not stated)
15	CC1(C)CC(=O)N(CC(=O)NC2CCCC2)c2ccccc2S1(=O)=O
16	C=CCN1C(=O)CN=C1Nc1ccc(OC)cc1OC
17	COc1cccc(C(c2sc3nc(C)nn3c2O)N2CCN(c3ccccc3F)CC2)c1 (configuration not stated)
18	COc1ccc(N2C(=O)CC(N3CCN(C4CCc5ccccc5C4)CC3)C2=O)cc1 (configuration not stated)

Compound,13,14,15,16,17,18
Hsp70 displacement,-2.9%,3.7%,-6.6%,-7.1%,3.1%,0.3%
MKP-3 inhibition,2.6%,-1.9%,2.5%,-7.8%,-11.1%,-18.4%

19	O=C(CCSc1ccccc1)Nc1ncccn1
20	Cc1ccc(CN2CCN(N=Cc3cccc([N+](=O)[O-])c3)CC2)c(C)c1
21	Cc1cc(C)cc(NC(=O)C2CCN(c3nc(C)cc(C)n3)CC2)c1
22	Cc1cc(NCCCn2ccnc2)n2nc(C)c(-c3ccc(Cl)cc3)c2n1
23	O=C(Nc1ccc(NC(=O)c2cc([N+](=O)[O-])ccc2Cl)cc1)c1ccc(Br)cc1
24	Cc1cccc(-c2ccc(C=Nc3c(C)n(C)n(-c4ccccc4)c3=O)o2)c1

Compound,19,20,21,22,23,24
Hsp70 displacement,-0.5%,-1.3%,0.9%,-3.1%,4.4%,-6.0%
MKP-3 inhibition,-3.3%,1.4%,-6.4%,nt,3.8%,-4.9%

25	Cc1ccc2nc(-c3cccc(NC(=O)c4ccc5c(c4)OCCO5)c3)oc2c1
26	CC(C)(C)c1ccc(S(=O)(=O)n2c(CN3CCOCC3)nc3ccccc32)cc1
27	COC(=O)c1c(NC(=O)CCCC(=O)O)sc(C)c1C
28	Cc1ccc(C2NC(=O)NC(O)(C(F)(F)F)C2C(=O)c2ccccc2)o1 (configuration not stated)
29	CC(=O)Nc1ccc2nc(SCC(=O)O)sc2c1
30	Cc1ccc(OCC(=O)Nc2ccc3c(c2)OCO3)c(Br)c1

Compound,25,26,27,28,29,30
Hsp70 displacement,-4.6%,5.5%,-0.7%,8.4%,-0.4%,1.3%
MKP-3 inhibition,5.2%,-9.6%,1.0%,nt,-5.9%,4.8%

31	Oc1[nH]c2ccccc2c1C1=NCCC1
32	O=C(CSc1nc2ccc(Br)cc2c(=O)n1-c1ccccc1)NC1CCCC1
33	C=CCn1c(SCC(=O)NC2CCCCC2)nnc1C(C)NC(=O)c1cccs1 (configuration not stated)
34	Oc1ccc(N2CCN(C(c3cccs3)c3nnnn3CCc3ccccc3)CC2)cc1 (configuration not stated)
35	COc1ccc(C/C(N)=N/OC(=O)COc2ccc(Br)c(C)c2)cc1
36	O=C(CCN1C(=O)/C(=C\c2cccs2)SC1=S)Nc1ccccc1C(=O)O

Compound,31,32,33,34,35,36
Hsp70 displacement,15.5%,2.8%,-0.1%,1.3%,-1.6%,-0.9%
MKP-3 inhibition,0.0%,2.8%,-14.9%,-2.6%,2.1%,2.0%

Ordered by formula weight (rising): some entries from above.
31	Oc1[nH]c2ccccc2c1C1=NCCC1
5	O=C1CCCc2c1[nH]c1ccc(Cl)cc21
19	O=C(CCSc1ccccc1)Nc1ncccn1
16	C=CCN1C(=O)CN=C1Nc1ccc(OC)cc1OC
29	CC(=O)Nc1ccc2nc(SCC(=O)O)sc2c1
27	COC(=O)c1c(NC(=O)CCCC(=O)O)sc(C)c1C
10	COC(=O)c1ccc(/C=C2\SC(N3CCOCC3)=NC2=O)cc1
9	CCN(CCCNC(=O)c1[nH]c(C)c(C(C)=O)c1C)c1cccc(C)c1

Compound,31,5,19,16,29,27,10,9
Hsp70 displacement,15.5%,1.3%&-2.6%,-0.5%,-7.1%,-0.4%,-0.7%,-2.2%,1.0%
MKP-3 inhibition,0.0%,-3.7%,-3.3%,-7.8%,-5.9%,1.0%,1.0%,-6.2%

30	Cc1ccc(OCC(=O)Nc2ccc3c(c2)OCO3)c(Br)c1
24	Cc1cccc(-c2ccc(C=Nc3c(C)n(C)n(-c4ccccc4)c3=O)o2)c1
2	CCOC(=O)C1CCN(C(=O)COc2cc(C)c(Br)c(C)c2)CC1
35	COc1ccc(C/C(N)=N/OC(=O)COc2ccc(Br)c(C)c2)cc1
26	CC(C)(C)c1ccc(S(=O)(=O)n2c(CN3CCOCC3)nc3ccccc32)cc1
36	O=C(CCN1C(=O)/C(=C\c2cccs2)SC1=S)Nc1ccccc1C(=O)O
7	O=c1c(/C=N/Nc2nc3ccccc3s2)c(C(F)(F)F)[nH]n1-c1nc2ccccc2s1

Compound,30,24,2,35,26,36,7
Hsp70 displacement,1.3%,-6.0%,-6.2%,-1.6%,5.5%,-0.9%,-7.7%
MKP-3 inhibition,4.8%,-4.9%,-13.8%,2.1%,-9.6%,2.0%,8.4%

(listing goes on)
37	Cc1ccc(NC(=O)N2CCOCC2)cc1
38	O=C1C=C(c2ccccc2)CC(c2cccs2)C1n1cnc([N+](=O)[O-])c1 (configuration not stated)
39	COc1ccc(N(CC(=O)Nc2ccc3ccccc3c2)S(=O)(=O)c2ccccc2)cc1Cl
40	CCOC(=O)C1=C(C)N=c2s/c(=C\c3ccc(NC(C)=O)cc3)c(=O)n2C1c1ccc(OC)cc1 (configuration not stated)
41	CC1OC(Nc2ccc(OC(F)(F)F)cc2)C(O)C(O)C1O (configuration not stated)
42	O=C1CSC(c2ccccn2)N1c1ccc(Cl)c(Cl)c1 (configuration not stated)

Compound,37,38,39,40,41,42
Hsp70 displacement,1.9%,4.5%&1.5%,2.0%,4.1%,3.4%,-0.6%
MKP-3 inhibition,4.2%,1.8%,2.3%,3.4%,1.7%,nt

43	CCOC(=O)c1c(NC(=O)CSc2n[nH]c(N)n2)sc(CC)c1C
44	Cn1c(SCC(=O)Nc2nc3c(s2)CCCC3)nnc1-c1ccccc1
45	Cc1ccc(Cn2nnc3c(=O)[nH]c(C4CCCN(C(=O)Nc5ccc(F)cc5F)C4)nc32)cc1 (configuration not stated)
46	O=C(O)c1ccc(-n2c(=O)c3ccccc3c3ccccc3c2=O)cc1
47	Cc1cc(C)n(S(=O)(=O)c2ccc(I)cc2C)n1
48	O=C(/C=N/O)NCC1CCNCC1

Compound,43,44,45,46,47,48
Hsp70 displacement,-4.2%,-1.9%,0.3%,-2.8%,-5.4%,0.3%
MKP-3 inhibition,5.9%,-0.2%,nt,1.5%,-2.5%,-0.2%

49	O=C(NCc1ccccc1Cl)c1ccccc1I
50	O=C(Nc1cccnc1)c1cccc(Br)c1
51	CCc1ccccc1OCCN(CC)CC
52	CCOc1ccc(/C=C2\C(=O)NC(=O)N(c3ccc(CC)cc3)C2=O)cc1OC
53	Cc1ccccc1NC(=O)C1C(c2cccs2)C(C#N)=C(SCC(=O)Nc2ccc(Br)cc2)NC1(C)O (configuration not stated)
54	C/C(=C\C(=O)c1ccncc1)Nc1ccccc1O

Compound,49,50,51,52,53,54
Hsp70 displacement,4.7%,-8.7%,-3.0%,0.5%,-3.1%,-1.9%&-3.6%
MKP-3 inhibition,-0.5%,3.9%,1.4%,2.7%,0.0%,6.3%&-1.3%

55	COc1ccc2nc(SCC(=O)Nc3ccccc3C#N)[nH]c2c1
56	CN(C)S(=O)(=O)c1ccc(N2CCN(S(=O)(=O)c3ccc(F)cc3)CC2)c(Cl)c1
57	Cc1nc2ccccc2c2oc(C(=O)N3CCc4ccccc4C3)cc12
58	CCN(C(=O)c1cc2ccccc2oc1=O)c1ccccc1
59	O=C(NCCOC(=O)c1ccc2c(c1)OCO2)c1cccnc1
60	CC(C)NC(=O)C(=O)NCc1ccc2c(c1)OCO2

Compound,55,56,57,58,59,60
Hsp70 displacement,1.7%,0.6%,0.2%,-0.2%,-3.1%,-0.3%
MKP-3 inhibition,-14.4%,3.0%,3.7%,nt,0.9%,0.2%

61	CCN1/C(=C(\O)c2ccccc2)C(=O)c2ccccc2S1(=O)=O
62	Cc1ccccc1-n1c(N)cc(=O)[nH]c1=S
63	Cc1ccc(-c2nnn(CC(=O)N(CC(=O)NC(C)C)c3cnc4ccccc4c3)n2)o1
64	O=C(CCn1[nH]c(=O)c2ccccc2c1=O)N1CCOCC1

Compound,61,62,63,64
Hsp70 displacement,-1.3%,0.2%,-3.8%,0.8%
MKP-3 inhibition,-9.9%,-1.6%,-9.2%,nt

Some of the compounds tested, so the mix of outcomes need not match the whole.
